EBV LMP1 NFkB: inhibitors of Epstein-Barr LMP1-induced NF-kappaB reporter; 0.69% of 350,000 active; LMP1-induced NF-kappaB luciferase reporter cells, luminescence; inhibition, % at 12.5 µM; in the data active = inhibition above about 41%;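 note: 0% = neutral control wells and 100% = reference inhibitor control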
COUP-TFII inh: blocks human COUP-TFII nuclear receptor; AID 686940; inhibition, % at 8.6 µM; 0.7% of 370,000 active; HEK293T NGFI-A luciferase reporter, luminescence;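 active = inhibition above a per-plate cutoff, mean inhibition of test wells between control levels plus 3 SD, cut at about 38% in these data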;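 note: cells cotransfected with COUP-TFII expression vector driving the NGFI-A reporter; 0% = median of COUP-TF2 test wells and 100% = reporter-only cells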
ABHD5 PLIN5 PPI: blocks binding of human ABHD5 to perilipin-5; Q00G26+Q8WTS1; Split G. princeps luciferase complementation, luminescence, 4 h; inhibition, % at 4 µM; 0.78% of 360,000 active; AID 602281;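 active = inhibition above the mean inhibition across every tested compound plus 3 SD, cut at about 22% in these data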;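 note: 0% = DMSO only wells and the 100% control is not disclosed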
SRC3 inh: inhibits human SRC3 coactivator | Q9Y6Q9 | inhibition, % at 3.6 µM | HEK293 GAL4-SRC3 luciferase reporter, luminescence | 0.17% of 360,000 active;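 active = inhibition above a per-campaign cutoff, the mean of all compounds plus 3 SD, cut at about 60% in these data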;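 note: 0% = DMSO-treated cells and 100% = gossypol-treated cells at 36 µM; higher means less SRC3-driven luciferase light from the GAL4 reporter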
SRC2 inh: human SRC2 (NCOA2) inhibition. Q15596. HEK293 GAL4-SRC2 luciferase reporter, luminescence. inhibition, % at 9 µM. 0.17% of 370,000 active. AID 651957;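 active = inhibition above the mean inhibition of all tested compounds plus 3 SD, set per campaign, cut at about 52% in these data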;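 note: 0% = DMSO treated cells and 100% = cells given Gossypol at 36 µM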
NR5A2 inv ag: suppresses constitutive activity of human LRH-1; O00482; HEK293T StAR-luciferase reporter, LRH-1 transfected, 24 h; inhibition, % at 3.6 µM; 0.13% of 360,000 active; AID 602396;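 active = inhibition above the mean inhibition of all tested compounds plus 3 SD, cut at about 73% in these data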;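 note: 0% = DMSO wells and 100% = reporter-only cells lacking LRH-1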
MC4R antag cAMP: antagonists of human melanocortin 4 receptor (MC4R); P32245; MC4R-expressing cells, MTII-stimulated cAMP, LANCE TR-FRET; inhibition, % at 6.5 µM; 0.48% of 360,000 active;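 active = inhibition above its plate's cutoff, the mean of tested wells on that plate plus 3 SD, cut at about 29% in these data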;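 note: 0% = Melanotan II alone and 100% = Melanotan II plus saturating MCL0020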
Target sequence (P32245 whole entry, looked up): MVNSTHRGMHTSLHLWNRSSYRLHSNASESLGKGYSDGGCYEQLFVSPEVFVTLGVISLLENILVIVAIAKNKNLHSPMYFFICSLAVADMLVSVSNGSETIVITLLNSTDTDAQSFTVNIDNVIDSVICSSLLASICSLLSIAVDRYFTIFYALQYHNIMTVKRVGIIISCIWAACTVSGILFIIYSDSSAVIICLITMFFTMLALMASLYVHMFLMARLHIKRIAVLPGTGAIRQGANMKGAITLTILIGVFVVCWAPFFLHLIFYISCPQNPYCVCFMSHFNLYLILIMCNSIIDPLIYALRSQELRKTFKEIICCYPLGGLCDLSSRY
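system = U2OS cells with stable human MC4R expression | also added = Melanotan II challenge after compound preincubation | dosing = one concentration, 6.5 µM nominal | incubation = compound 30 min, challenge 1 h, detection 1 h | measured by = TR-FRET with Eu-cAMP and labeled anti-cAMP, 671 nm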
SRC1 inh: inhibitors of human steroid receptor coactivator 1 (SRC1) | Q15788 | HEK293 GAL4-SRC1 luciferase reporter, luminescence | inhibition, % at 3.6 µM | 0.12% of 360,000 active;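 active = inhibition above the campaign mean plus 3 SD, with each screening campaign given its own cutoff, cut at about 60% in these data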;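 note: 0% = DMSO treated cells and 100% = gossypol at 36 µM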
NOD2 RIPK2 PPI: blocks binding of human NOD2 to RIPK2; CHO BLA complementation NOD2-RIPK2, CCF4 ratio; inhibition, % at 4.98 µM; 0.38% of 360,000 active; in the data active = inhibition above about 21%;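 note: 0% = vehicle only and 100% = reference blocker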
Target sequence (O43353 whole entry, looked up): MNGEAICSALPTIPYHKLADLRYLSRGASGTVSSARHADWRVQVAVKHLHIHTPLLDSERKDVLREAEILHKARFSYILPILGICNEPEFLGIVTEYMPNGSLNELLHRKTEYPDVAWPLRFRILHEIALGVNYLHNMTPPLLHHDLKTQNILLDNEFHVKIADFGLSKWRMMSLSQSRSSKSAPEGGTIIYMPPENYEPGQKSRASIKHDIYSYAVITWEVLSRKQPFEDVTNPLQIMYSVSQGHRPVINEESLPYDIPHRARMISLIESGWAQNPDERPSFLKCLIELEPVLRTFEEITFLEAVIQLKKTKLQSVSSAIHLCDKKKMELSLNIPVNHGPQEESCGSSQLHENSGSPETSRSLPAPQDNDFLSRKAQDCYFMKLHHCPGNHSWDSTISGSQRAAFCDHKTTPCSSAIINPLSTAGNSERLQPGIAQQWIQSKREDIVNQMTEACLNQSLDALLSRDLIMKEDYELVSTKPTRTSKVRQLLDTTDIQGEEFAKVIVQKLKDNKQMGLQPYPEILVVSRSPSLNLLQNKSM
MC4R ag barr: agonists of human melanocortin 4 receptor (MC4R) beta-arrestin | AID 540308 | P32245 | U2OS MC4R beta-arrestin complementation, luminescence; percent of melanotan II response, DMSO zero | 0.98% of 360,000 active | activation, % at 8.9 µM;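 active = activation above a per-plate cutoff, the mean activation of sample wells on that plate plus 3 SD, cut at about 8% in these data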
TLR9-MyD88 inh: inhibitors of human TLR9-MyD88 binding; AID 504734; inhibition, % at 4.98 µM; 0.21% of 340,000 active; CHO BLA complementation TLR9-MyD88, CCF4 FRET ratio; Q9NR96+Q99836;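 active = inhibition above the mean over all tested compounds plus 3 SD, cut at about 21% in these data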;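 note: 0% = DMSO only wells and 100% = clavulanate BLA inhibitor control wells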
* hit, by the source's call; / = no result given.

Results follow in this order: EBV LMP1 NFkB	COUP-TFII inh	ABHD5 PLIN5 PPI	SRC3 inh	SRC2 inh	NR5A2 inv ag	MC4R antag cAMP	SRC1 inh	NOD2 RIPK2 PPI	MC4R ag barr	TLR9-MyD88 inh
- CC(=O)c1ccc(S(=O)(=O)NCCC(=O)NC(C)c2ccncc2)cc1 (stereo not given)
→ -4	-9	7	16	6	5	2	2	-9	-0.3	-6
- O=C(CN1C(=O)CCC1=O)Nc1nc(-c2nc3ccccc3s2)cs1
→ -2	-26	9	-76	-78	-135	5	-72	-2	0.1	3
- CC1(C)OC(=O)C=C[C@]2(C)[C@H]3CC[C@@]4(C)[C@H](c5ccoc5)OC(=O)[C@H]5O[C@]54[C@]3(C)C(=O)C[C@@H]12
→ -7	5	4	1	-4	8	-1	-8	-5	0.8	-4
- Cc1cccc(N2CCN(C(C(=O)NCc3ccccc3)c3ccco3)CC2)c1C (stereo not given)
→ /	-3	-3	/	-21	14	/	/	-4	/	/
- CCN(CC)c1ccc(C(=O)OCC(=O)Nc2cc(C)on2)cc1
→ -2	-27	4	2	-20	3	3	-2	2	-2.1	2
- Cn1cc(Br)c(C(=O)NC2CCCCC2)n1
→ -1	8	-1	0	-5	7	9	-11	0	-2.2	2
- CCOC(=O)C1=C(CC)OC(N)=C(C#N)C1c1ccc(OC)cc1OC (stereo not given)
→ 2	0	1	8	16	7	19	-2	-3	-1.8	-9
- COc1ccc(CCNC(=O)CN2C(=O)COc3ccc(S(=O)(=O)N4CCOCC4)cc32)c(OC)c1
→ 3	-6	-1	-18	19	-14	1	3	-7	-3.9	-8
- Cc1ccc(S(=O)(=O)N(C)CC(=O)N2CCc3ccccc32)cc1
→ -26	-12	3	-8	-7	9	2	-8	3	-0.5	7
- CCC(C)NC(=O)CC(NS(=O)(=O)c1ccc(C)cc1)c1ccc(OC)cc1 (stereo not given)
→ 1	-3	3	11	-3	-1	7	-4	2	-1.1	1
- COc1cccc2cc(C(=O)NCc3ccc(Cl)cc3)c(=N)oc12
→ -2	1	1	-4	-4	-15	8	-26	-4	-4.0	-2
- COc1ccccc1CNC(=O)c1cccs1
→ -5	4	-5	13	-18	-15	10	8	-4	1.6	0
- COc1ccccc1Nc1nnc(Cc2ccccc2)c(=O)[nH]1
→ 0	-19	-3	11	17	0	1	-5	-5	-3.3	9
- CC1(C)Oc2ccc3ccc(=O)oc3c2C(/C=N/O)=C1Cl
→ -8	-8	-2	7	5	5	7	-17	5	-0.7	2
- COc1cc(NS(=O)(=O)c2ccc(NC(=O)CN3C(=O)c4ccccc4C3=O)cc2)ncn1
→ -4	-3	0	18	-6	-15	3	-16	2	-1.1	2
- O=C(O)CSc1nnc(-c2cc3ccccc3o2)n1-c1ccccc1
→ -4	-9	-2	7	-16	5	2	-1	11	-1.4	-7
- COc1ccc(C2=NOC(C(=O)NCc3ccc(F)cc3)C2)cc1 (stereo not given)
→ 3	3	-4	-12	-10	-16	-22	-6	-10	-1.7	7
- CCCc1nnc(NC(=O)C(=O)NCCN(C)C)s1
→ 6	-21	1	13	2	20	1	-5	11	0.5	1
- COc1ccc(OC)c(NC(=O)C(CCS(C)(=O)=O)NC(C)=O)c1 (stereo not given)
→ 6	-7	9	12	2	-2	14	11	8	-1.0	2
- Cc1ccc(-c2csc(NCCc3nc4cc(Cl)c(Cl)cc4n3CCOCCO)n2)cc1
→ 7	4	-15	0	15	-22	12	-19	-1	-0.4	-16
- Cn1cnc(S(=O)(=O)N2CCCCC2c2cc(C(=O)Nc3ccccc3Cl)no2)c1 (stereo not given)
→ /	11	-6	-32	10	-30	14	-12	-10	-0.1	/
- CCCn1c(CCC(=O)O)ccc1-c1ccc(F)cc1
→ 5	9	-1	13	-4	9	7	-29	-4	0.0	-6
- CC1CCCCN1C(=O)c1cc(F)c(F)cc1Cl (stereo not given)
→ 3	-6	4	15	-34	-1	1	-23	6	-2.7	4
- COc1ccc(-c2cccc(-c3cc(=O)oc4cc(OC)cc(OC)c34)c2)cc1
→ -14	-14	11	-2	19	30	-23	-32	3	-1.7	7
- O=c1cc(CN2CCCCCCC2)c2c(ccc3ccccc32)o1
→ /	-17	3	1	12	1	/	-2	-7	/	/
- Cc1cc(C)c(C#N)c(Nc2ccccc2)n1
→ -4	3	1	6	9	-16	-4	-32	-5	-0.4	-1
- CC(=O)Nc1nc(COc2ccccc2)cs1
→ -16	-33	3	-53	-51	-113	18	-48	2	-1.2	-4
- CC1=Nc2cc(C(=O)N3CCCC3)ccc2Sc2ccc(C)cc21
→ 7	12	-4	-3	19	0	-2	1	5	-1.0	-4
- CC1=CCC(C(=O)O)C(C(=O)O)C1 (stereo not given)
→ 1	1	-2	-5	-19	1	13	2	0	2.3	3
- Cn1cccc1Cc1nnc(SCC(=O)NCc2ccco2)n1CCc1ccccc1
→ 0	-14	2	-1	-10	9	1	-7	-14	-1.4	4
- O=C(CN1C(=O)NC2(CCCCC2)C1=O)Nc1cc(C(F)(F)F)ccc1N1CCCCC1
→ -7	-5	3	-13	12	8	8	6	-5	2.7	2
- COc1ccc(OC)c(C2C(C(=O)Nc3ccc(F)cc3)=C(C)Nc3nc(CCCO)nn32)c1 (stereo not given)
→ -6	-3	-4	12	2	11	10	10	-22	-0.4	-4
- O=C(CSc1nc(C2CC2)nc2ccccc12)Nc1cccc(O)c1
→ -10	9	-3	10	16	-15	-6	28	4	1.3	5
- O=S(=O)(Nc1ccc(S(=O)(=O)N2CCOCC2)cc1)c1ccccc1
→ 4	13	1	3	12	7	-3	16	-8	-0.6	-6
- CCN(c1ccccc1)S(=O)(=O)c1cc(C(=O)NCC(c2ccc(OC)cc2)N(C)C)ccc1C (stereo not given)
→ 10	11	6	2	12	-29	5	-9	12	1.0	-8
- CN(CCOc1ccccc1)C(=S)Nc1ccc(OC(F)F)cc1
→ 9	1	-4	18	-5	-6	12	2	2	1.4	2
- CCOC(=O)N1CCN(CC(O)COc2ccc(-c3ccccc3)cc2)CC1 (stereo not given)
→ 2	17	3	-33	-3	11	18	-2	-3	-1.7	-2
- CCc1noc(C)c1C(=O)Nc1cccc(S(=O)(=O)N(C)c2ccccc2)c1
→ 2	2	-3	21	-8	-14	0	4	3	-2.6	-2
- Cc1cn(C2OC(COC(=O)c3ccccc3)C(O)C2O)c(=O)[nH]c1=O (stereo not given)
→ -23	3	5	5	1	22	1	3	-5	-1.6	-9
- N#Cc1c(N2CCSCC2)nsc1-c1ccccc1Cl
→ -4	-19	-10	-27	-38	-40	29*	-8	1	-2.4	10
- COC(=O)c1ccccc1NC(=O)c1ccco1
→ 3	6	-3	-1	-19	-5	-3	-6	-12	0.1	8
- CSc1ccccc1NC(=S)Nc1ccc(S(N)(=O)=O)cc1
→ 6	8	-2	-16	9	-1	6	-22	-12	-0.9	1
- c1ccc(CNc2nnnn2-c2ccccc2)cc1
→ 6	8	1	6	19	11	5	-6	7	-0.7	6
- Cc1noc(NS(=O)(=O)c2ccc(NC(=O)C(CC(C)C)N3C(=O)c4ccccc4C3=O)cc2)c1C (stereo not given)
→ 1	-3	2	13	-6	4	17	-5	3	-1.0	0
- O=c1[nH]c(SCCOc2ccccc2F)nc2ccccc12
→ -13	-8	-3	0	-8	-29	1	-20	-9	1.4	-2
- Cc1cccc(C)c1-n1nnnc1C(c1cccs1)N1CCN(C/C=C/c2ccccc2)CC1 (stereo not given)
→ /	5	6	6	-18	3	/	11	6	/	/
- CCOC(=O)C1=C[C@@H](C(C)(C)C)N(S(=O)(=O)c2ccc(C)cc2)[C@H]1c1ccc(C#N)cc1
→ /	-7	13	14	11	-3	/	14	5	/	/
- COC(=O)c1ccc(NC(=O)c2cc(-c3ccncc3)nc3ccccc23)cc1
→ -1	15	2	7	-16	7	7	-1	1	0.4	-13
- COc1ccc(OCCCSc2ncccn2)cc1
→ -17	-38	-4	-55	-44	-107	-1	-88	-9	-1.6	10
- N=C1/C(=C\c2ccc(OC(=O)c3ccccc3Cl)cc2)C(=O)N=C2SC(N3CCOCC3)=NN12
→ 3	-4	-5	-23	-18	-31	-4	-16	-11	-3.7	-3
- CC(Sc1nnc(C2CC2)n1C1CC1)C(=O)Nc1cccc(S(=O)(=O)N2CCOCC2)c1 (stereo not given)
→ -2	2	6	8	2	12	-2	1	-2	0.5	-2
- CC(C)(C)c1ccc(-c2nn(CCC#N)cc2/C=N/O)cc1
→ 1	11	-4	12	-16	2	-3	-12	-6	-0.2	-7
- O=C(COc1ccccc1Cl)Nc1ccc(CN2CCCCC2)cc1
→ -2	-6	7	21	3	9	5	1	-7	-2.0	-12
- CCOC(=O)Cc1csc(NC(=O)COc2ccc3c(c2)CCC3)n1
→ 1	11	-9	-1	-2	-8	5	-3	-15	-2.8	2
- COc1ccc(N2C(=O)CS/C2=N\C(=S)Nc2ccccc2)cc1
→ -2	3	-5	23	-12	-22	12	10	1	7.7	-6
- CNc1c(NS(=O)(=O)c2ccc3c(c2)CCCC3)c(=O)oc2ccccc12
→ -1	1	9	-18	16	-3	-1	5	-1	-1.4	-1
- CCOc1cc(/C=N\NC(N)=O)cc(Br)c1OC(C)C
→ 4	-10	-6	1	27	5	-3	5	-27	1.7	-6
- COC(=O)c1ccc(N2CCOCC2)c(NC(=O)c2cccs2)c1
→ 6	-18	2	5	6	37	2	-5	-6	-2.3	-2
- COc1ccc2c(c1)c(CC(=O)Nc1ccccc1OC)c(C)n2C(=O)c1ccc(Cl)cc1
→ -1	18	-3	-20	22	11	10	-8	-5	-1.2	7
- Cn1c(=O)c2[nH]c(CCC3CCCC3)nc2n(C)c1=O
→ -4	-3	-3	-6	-7	-14	4	-4	-5	-1.5	-7

Next entries:
Results follow in this order: EBV LMP1 NFkB	COUP-TFII inh	ABHD5 PLIN5 PPI	SRC3 inh	SRC2 inh	NR5A2 inv ag	MC4R antag cAMP	SRC1 inh	NOD2 RIPK2 PPI	MC4R ag barr	TLR9-MyD88 inh
- O=C(Nc1ccccc1Cl)c1sccc1-c1ccccc1
→ 0	-18	2	13	-14	16	1	17	-6	-0.2	2
- COc1ccc(C(=O)N/C(=C\c2cccc3ccccc23)C(=O)N2CCN(C)CC2)cc1
→ 0	-14	3	6	-32	10	-2	-8	4	-1.0	-10
- O=C(CN(Cc1ccco1)C(=O)CCC(=O)Nc1nccs1)NCc1ccccc1
→ -10	8	13	-2	4	14	0	-3	-10	-0.2	-9
- CCc1ccc(N(C(=O)CNC(=O)c2ccco2)C(C(=O)NC2CCCC2)c2ccncc2)cc1 (stereo not given)
→ -3	5	6	-7	-5	4	11	5	-5	0.2	7
- CC(=O)Nc1cc(C)nn1-c1nc(C)cc(C)n1
→ -1	-8	0	8	-33	-19	5	-42	0	-0.8	7
- CCOC(=O)c1oc2ccccc2c1NC(=O)c1cccc(OC)c1
→ 10	8	-8	18	24	5	4	8	-4	0.1	-10
- CN1CCN(c2ccc(Cl)cc2NC(=O)c2ccc(=O)n(C)n2)CC1
→ -11	-4	9	20	-40	3	-1	5	4	-0.7	-8

These rows are one share of the data; count on the stated rates, not on these rows.
